Assay outcomes from PubChem BioAssay.
EBI2 block: EBI2 receptor antagonists, beta-arrestin recruitment, primary screen, cell-based, luminescence, 7a,25-OHC stimulation, uHTS; 7a,25-OHC stimulated; inhibition, % at 5 µM; 0.81% of 360,000 active; AID 651636, 2012; in the data active = inhibition above about 38%;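 note: enzyme fragment complementation signal reports receptor beta-arrestin coupling in cells; 0% = agonist plus DMSO wells and 100% = wells without agonist; some results beyond the cut were filed as inactive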
Target sequence (P32249 whole entry, looked up, the tested form may be a part): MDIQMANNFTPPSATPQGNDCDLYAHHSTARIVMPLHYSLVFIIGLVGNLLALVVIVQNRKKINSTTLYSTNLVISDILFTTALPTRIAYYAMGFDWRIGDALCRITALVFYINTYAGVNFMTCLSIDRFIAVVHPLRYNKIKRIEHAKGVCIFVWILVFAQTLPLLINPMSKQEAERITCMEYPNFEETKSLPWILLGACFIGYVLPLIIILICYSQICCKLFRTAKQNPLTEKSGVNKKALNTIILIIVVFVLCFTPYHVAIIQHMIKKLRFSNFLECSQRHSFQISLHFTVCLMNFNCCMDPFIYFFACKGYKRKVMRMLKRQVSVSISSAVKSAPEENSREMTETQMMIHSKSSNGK
CXCR6 block: CXCR6 receptor inhibitors, primary screen, cell-based, beta-arrestin, luminescence, CHO-K1 PathHunter, 1536-well; C-X-C chemokine receptor type 6 (Homo sapiens), O00574; inhibition, % at 20 µM; 0.36% of 360,000 active; AID 602244, 2012; in the data active = inhibition above about 34%, passing the limit was not always enough;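 note: antagonist mode with CXCL16 agonist at 10 nM final; 0% = 10 nM CXCL16 with DMSO and 100% = unstimulated wells without agonist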
Target sequence (O00574 whole entry, looked up): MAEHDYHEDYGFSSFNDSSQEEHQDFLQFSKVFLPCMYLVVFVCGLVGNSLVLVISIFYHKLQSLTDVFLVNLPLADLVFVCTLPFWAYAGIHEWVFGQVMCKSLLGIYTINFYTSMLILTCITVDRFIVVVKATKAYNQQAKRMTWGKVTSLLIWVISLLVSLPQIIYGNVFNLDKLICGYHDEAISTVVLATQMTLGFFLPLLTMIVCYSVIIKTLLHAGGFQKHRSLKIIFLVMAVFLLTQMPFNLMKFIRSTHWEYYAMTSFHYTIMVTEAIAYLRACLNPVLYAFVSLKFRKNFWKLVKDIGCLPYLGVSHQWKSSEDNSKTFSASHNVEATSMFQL
Starred values were filed as active, the others as inactive.

The first seven records, ahead of the listing:
SMILES	EBI2 block	CXCR6 block
COc1ccc(NC(=O)c2cc(C3CCCCN3S(=O)(=O)Cc3ccccc3)on2)cn1 (stereo not given)	0	3
COc1ccc(COC[C@H](CC(C)C)N2CCN(C(=O)c3cccc(C(F)(F)F)c3)CCC2=O)cc1	-9	-2
CC(C)C[C@H]1CNC(=S)N1C[C@H]1CCCN1C[C@H](Cc1ccc(O)cc1)N1C[C@H](Cc2ccc(O)cc2)N(CC2CCCCCC2)C1=S	32	8
COCc1cccc(-c2csc(C(C)(NC(C)=O)c3ccc(OC)cc3)n2)c1 (stereo not given)	0	6
O=C(OCc1cn([C@H]2C[C@H](c3ccccc3)N(C(=O)c3cccs3)C[C@@H]2O)nn1)c1ccccc1	-4	10
CC1(C(=O)NS(=O)(=O)Cc2cccc(Cl)c2)CCN1C(=O)Cc1cccs1 (stereo not given)	-3	-3
CC(=O)Nc1cccc(-c2ccnc3c2CC(C(=O)NC(C)C)O3)c1 (stereo not given)	-6	0

The list itself, from the start:
SMILES	EBI2 block	CXCR6 block
COc1ccc(NC(=O)c2cc(C3CCCCN3S(=O)(=O)Cc3ccccc3)on2)cn1 (stereo not given)	0	3
COc1ccc(COC[C@H](CC(C)C)N2CCN(C(=O)c3cccc(C(F)(F)F)c3)CCC2=O)cc1	-9	-2
CC(C)C[C@H]1CNC(=S)N1C[C@H]1CCCN1C[C@H](Cc1ccc(O)cc1)N1C[C@H](Cc2ccc(O)cc2)N(CC2CCCCCC2)C1=S	32	8
COCc1cccc(-c2csc(C(C)(NC(C)=O)c3ccc(OC)cc3)n2)c1 (stereo not given)	0	6
O=C(OCc1cn([C@H]2C[C@H](c3ccccc3)N(C(=O)c3cccs3)C[C@@H]2O)nn1)c1ccccc1	-4	10
CC1(C(=O)NS(=O)(=O)Cc2cccc(Cl)c2)CCN1C(=O)Cc1cccs1 (stereo not given)	-3	-3
CC(=O)Nc1cccc(-c2ccnc3c2CC(C(=O)NC(C)C)O3)c1 (stereo not given)	-6	0
CC1(c2nnnn2Cc2ccccc2)CCC(=O)N1Cc1ccco1 (stereo not given)	-16	2
Cc1cc2oc(C(=O)NCC(c3ccco3)N3CCCC3)c(C)c2cc1C (stereo not given)	-7	5
COc1cccc(C(NC(C)=O)c2nc(-c3cccc(C(F)(F)F)c3)cs2)c1 (stereo not given)	-1	4
COc1ccc(CC(N)c2csc(Nc3ccc(C(=O)c4ccccc4)cc3)n2)cc1 (stereo not given)	-4	-10
O=C(CC[C@H]1O[C@@H](n2cnc3c(NC(=O)c4ccccc4)ncnc32)[C@H](O)[C@@H]1O)NCC1CCCCC1	-3	-4
COc1c(C)cc(C(O)c2ncc(-c3cccc(F)c3)[nH]2)cc1C (stereo not given)	6	-1
CCNC(=O)C1(C)CCN(C(=O)c2ccccc2F)C1 (stereo not given)	-4	-1
CC(C)NC(=O)C1(C)CCCCN1Cc1cccc(C(F)(F)F)c1 (stereo not given)	-9	6
CC1=C(C(=O)N2CCOCC2)CC(CC(=O)NC(c2ccccc2)c2ccccc2)C(=O)N1CCCN1CCCC1=O (stereo not given)	-5	-4
COc1ccc(-c2ccc(C(=O)NCC(C)C)c3occc23)c(C)c1	-8	0
COc1cc(-c2cc(NC(C)=O)c3ncc(-c4ccc(F)cc4)n3c2)cc(OC)c1OC	13	10
Cc1ccc(S(=O)(=O)N2C[C@H]3[C@H]4C(=O)N(c5ccccc5)C(=O)[C@H]4CC(=O)[C@H]3[C@@H]2c2cccc3ccccc23)cc1	1	2
CSc1ccc(-c2cc3c(c4c2ccn4C)C2CCC3C2)cc1 (stereo not given)	15	5
Cc1ccc(S(=O)(=O)N(C)C[C@@H]2OCc3cnnn3CCCC(=O)N([C@H](C)CO)C[C@H]2C)cc1	-1	0
COc1ccc(-c2coc3c(C(=O)NCc4cccs4)cccc23)c(C)c1	17	2
Cc1cccc(C)c1C(O)c1ncc(-c2cccc(C(F)(F)F)c2)[nH]1 (stereo not given)	1	2
NC(N)=NN=Cc1ccnc2ccccc12	-5	11
CCCCCCN1CCN(C2CN(Cc3ccccc3)S(=O)(=O)C2)CC1 (stereo not given)	5	-7
Clc1ccc2nc(-c3ccccc3)c(Cc3ccsc3)n2c1	-12	2
CN[C@@H](CO)C(=O)NC[C@H]1O[C@@H](n2cc(C)c(=O)[nH]c2=O)C[C@@H]1O	-1	-1
CC(C)Oc1cccc(NC(=O)C2(C)CCCN(C)C2)c1 (stereo not given)	-1	-6
CCN(CC(=O)Nc1ccc(OC)cc1)CC(=O)Nc1cccc(S(=O)(=O)N2CCOCC2)c1	-1	0
CCOC(=O)[C@]12CCCC=C1N(Cc1ccco1)C(=O)[C@H](CC(=O)NCc1ccc(OC)c(OC)c1)C2	-12	-12
OC(Cc1cccc(Br)c1)c1ncc(-c2ccccc2C(F)(F)F)[nH]1 (stereo not given)	8	-2
CCCCN1C(=O)C(CC(=O)NCCc2ccccn2)CC(C(=O)N2CCOCC2)=C1C (stereo not given)	-18	-2
COc1ccc(-c2csc(C(O)(c3ccccc3)C(F)(F)F)n2)cc1 (stereo not given)	34	-1
COc1cc(CNc2ncnc3c2ncn3[C@H]2CN(Cc3ccc(F)cc3)C[C@@H](CO)O2)cc(OC)c1OC	1	0
CCc1nc2c(OCC3COc4ccccc4O3)cccn2c1N(C)C(=O)c1cccs1 (stereo not given)	5	4
CN(C)c1ccc(NC(=O)Nc2nnc([C@H]3C[C@H](O)[C@@H](CO)O3)s2)cc1	-5	-7
CCOc1ccccc1N(CC(=O)Nc1ccccc1Br)S(=O)(=O)c1ccccc1	11	2
CC(=O)OC1CCC2C3CCc4cc(OP(=O)(N5CC5)N5CC5)ccc4C3CCC12C (stereo not given)	8	-1
O=C(C1CCCCC1)N1C[C@H](n2cc(-c3ccc(F)cc3)nn2)[C@@H](O)C[C@@H]1c1ccccc1	1	-2
COCCNC(=O)C1(C)CCCN(CC(=O)c2ccc(OC)cc2)C1 (stereo not given)	5	5
COc1cccc(C(O)c2nc(-c3cccc(C(C)C)c3)cs2)c1 (stereo not given)	-3	-5
c1ccc(Cn2nnc3c(NCC4CC4)ncnc32)cc1	-3	1
Cc1nc2c(OCc3ccc(Cl)cc3Cl)cccn2c1N(C)Cc1cccs1	42*	25
CC(=O)OC[C@@H]1CN(Cc2ccccc2)C[C@H](n2cnc3c(Nc4ccccc4)ncnc32)O1	7	2
O=S(=O)(c1ccccc1)N(CC(F)(F)F)c1ccc(C(O)(C(F)(F)F)C(F)(F)F)cc1	11	-12
COc1ccccc1Cc1c(-c2cccc(Br)c2)nc2ccc(Cl)cn12	-5	9
CCCCCCn1cc(CN2CC(N(C)CCC)CS2(=O)=O)nn1 (stereo not given)	-3	-11
CCNC(=O)N(C)c1c(CC)nc2ccc(C(=O)N3CCN(C(C)=O)CC3)cn12	5	-4
COc1cc(CN2C[C@@H](CO)O[C@@H](n3cnc4c(N(C)C)ncnc43)C2)cc(OC)c1OC	1	7
COc1cc(C(=O)NC(=S)NCc2ccncc2)cc(OC)c1OC	-2	-4
CCCNC(=O)C1(C)CCN1C(=O)Cc1ccc(C(C)(C)C)cc1 (stereo not given)	8	-3
C[C@H](CO)N1C[C@H](C)[C@H](CN(C)C(=O)Nc2cccc(C(F)(F)F)c2)OCc2cnnn2CCCC1=O	0	-7
O=C(c1cccs1)N1C[C@H](O)[C@@H](n2cc(-c3ccc(F)cc3)nn2)C[C@@H]1c1ccccc1	5	0
CCN1CCN(S(=O)(=O)c2ccc(Cl)c(C(=O)N(C)C3CCCCC3)c2)CC1	-6	-7
Cc1ccsc1C(=O)N1CCC1(C)C(=O)Nc1cccc(C#N)c1 (stereo not given)	14	3
c1ccc(-c2ccc3ncccc3n2)cc1	-17	-6
Cc1cc(Br)cn2c(Cc3ccsc3)c(-c3ccc(F)cc3)nc12	0	1
C[C@H]1CN([C@@H](C)CO)C(=O)CCCn2nncc2CO[C@@H]1CN(C)C(=O)Nc1ccc2c(c1)OCO2	-5	-6
CC1(C(=O)Nc2ccccc2)CCN1C(=O)C1(c2ccccc2)CC1 (stereo not given)	8	6
CC1(C(=O)Nc2ccc3nc[nH]c3c2)CCN1C(=O)Cc1ccc(-c2ccccc2)cc1 (stereo not given)	11	-2

Pulled by compound from the list above:
SMILES	EBI2 block	CXCR6 block
COc1cc(C(=O)NC(=S)NCc2ccncc2)cc(OC)c1OC	-2	-4
c1ccc(-c2ccc3ncccc3n2)cc1	-17	-6

New compounds follow.
SMILES	EBI2 block	CXCR6 block
CC(=O)N1CCc2cc(S(=O)(=O)C(C)CC(=O)NCc3ccco3)ccc21 (stereo not given)	-11	3
COc1ccc(NC(=O)C[C@H]2C(=O)N(C3CCCCC3)C[C@@H]2CSC)cc1	-6	-1
CCc1nc2c(OCC(=O)N(C)C)cccn2c1N(C=O)Cc1ccc(OC)cc1	-12	2
O=[N+]([O-])c1ccc(N2CCCC2)c([N+](=O)[O-])c1	5	8
CCCCC[C@H](C)N1C[C@@H](COCc2ccccc2)Oc2cc(N3CCC[C@H]3C(N)=O)ccc2S1(=O)=O	-7	14
O=C1C(c2ccccc2)=NCCN1C(c1ccc(F)cc1)c1nc2ccccc2[nH]1 (stereo not given)	-7	2
CC(=O)c1ccc(OCc2c(-c3ccccc3)nnn2CC(=O)NS(=O)(=O)c2ccc(C)cc2)cc1	2	8
CCCNC(=O)C1(C)CCCN(Cc2cccs2)C1 (stereo not given)	-3	-2
COc1ccc(C(C)=O)cc1CN1C(=O)C(Cc2ccccc2)ON=C1c1ncccc1C (stereo not given)	3	3
COCCNC(=O)C1(C)CCCN(C(=O)Cc2ccc3ccccc3c2)C1 (stereo not given)	-5	-3
CC(C)CCN1C(=O)c2ccccc2C1c1nnnn1C(C)C (stereo not given)	4	0
O=C1c2ccccc2C(c2nnnn2Cc2ccccc2)N1CCc1ccccc1F (stereo not given)	10	0
O=C(Nc1ccc(Cl)cc1)c1ccc2sc([C@@H]3O[C@H](CO)[C@H](O)[C@H](O)[C@H]3O)nc2c1	-19	12
Nc1[nH]c(C(=O)c2ccccc2)c(-c2ccccc2Cl)c1C(=O)c1ccccc1	-7	14
O=C(Nc1ccc2c(c1)OCO2)C1Cc2c(-c3ccncc3)ccnc2O1 (stereo not given)	-11	0
Cc1c(C(=O)NCc2ccc(C(F)(F)F)cc2)sc(=O)n1Cc1ccc(S(=O)(=O)N(C)C)cc1	6	-16
COc1ccc(C(=O)N2CCC2(C)C(=O)NC(C)C)c(OC)c1 (stereo not given)	-3	2
CC1(C(=O)NCc2ccc(Cl)cc2)CCN1C(=O)Cc1cccs1 (stereo not given)	-4	1
COCCNc1nc(Nc2ccc(C#N)cc2)c2sccc2n1	-1	-8
COCCCn1cc(CN2CC(N3CCSCC3)CS2(=O)=O)nn1 (stereo not given)	-1	1
Cn1c(=O)c2cc(NC(=S)NC3CC3)ccc2n1Cc1ccc(F)cc1	-9	-14
CCCS(=O)(=O)NC(=O)C1(C)CCN(C(=O)c2ccc3c(c2)OCO3)C1 (stereo not given)	3	3
Cn1cc(-c2coc3c(C(=O)Nc4ccccc4)cccc23)cn1	5	2
CC(=O)Nc1cccc(-c2ccnc3c2CC(C)(C(=O)NCCN(C)C)O3)c1 (stereo not given)	0	-5
CC1(C(=O)Nc2ccc(Cl)c(C(F)(F)F)c2)Cc2c(-c3cccc(C(N)=O)c3)ccnc2O1 (stereo not given)	18	-14
Cc1cc(C)n2nc(-c3ccc(F)cc3)cc2n1	1	-8
CC(=O)Nc1ccc(-c2ccnc3c2CC(C)(C(=O)NCc2ccco2)O3)cc1 (stereo not given)	1	10
COc1ccc(-c2coc3c(C(=O)NC(C)C)cccc23)c(C)c1	-8	2
Cc1ccc(Cn2cc(CN3CC(N4CCSCC4)CS3(=O)=O)nn2)cc1 (stereo not given)	-7	-5
CCOC(=O)N(C)c1c(CC)nc2c(OCc3ccccc3C(=O)OC)cccn12	4	10
COc1ccc(CCN2C(=O)CCC3=C2CCCC3=O)cc1OC	-7	-2
NC(Cc1ccc(C(F)(F)F)cc1)c1csc(NC(=O)NCCc2ccccc2)n1 (stereo not given)	-3	-22
CCCCN1C(=O)C(CC(=O)NCc2ccco2)CC(C(=O)N2CCOCC2)=C1C (stereo not given)	-2	2
Cn1c(NCCN2CCCC2)nc2cc(-c3cccc(C(F)(F)F)c3)sc2c1=O	-7	-9
COc1ccc(-c2cc(NC(C)=O)c3ncc(-c4ccc(OC)c(OC)c4)n3c2)c(OC)c1	14	7
c1cn2cc(-c3ccc(CN4CCOCC4)cc3)ccc2n1	-2	-5
CN1CCN(CCNC(=O)c2ccc(CS(=O)c3ccc(Br)cc3)o2)CC1 (stereo not given)	-3	2

An excerpt from above in order of their number in EBI2 block, low to high:
SMILES	EBI2 block	CXCR6 block
CCCCN1C(=O)C(CC(=O)NCCc2ccccn2)CC(C(=O)N2CCOCC2)=C1C (stereo not given)	-18	-2
COc1ccc(-c2ccc(C(=O)NCC(C)C)c3occc23)c(C)c1	-8	0
COc1cc(C(=O)NC(=S)NCc2ccncc2)cc(OC)c1OC	-2	-4
CC(C)Oc1cccc(NC(=O)C2(C)CCCN(C)C2)c1 (stereo not given)	-1	-6
CC1(C(=O)Nc2ccc3nc[nH]c3c2)CCN1C(=O)Cc1ccc(-c2ccccc2)cc1 (stereo not given)	11	-2

An excerpt of these results, with two lines to a compound:
Order of results – EBI2 block | CXCR6 block
> CC(C)CCN1C(=O)c2ccccc2C1c1nnnn1C(C)C (stereo not given)
→ 4 | 0
> COc1c(C)cc(C(O)c2ncc(-c3cccc(F)c3)[nH]2)cc1C (stereo not given)
→ 6 | -1

The list is partial (hit frequency here may not be typical).
